NadD inh – inhibitors of Staphylococcus aureus NadD | purified NadD enzyme, colorimetric absorbance read-out | inhibition, % at 20 µM | actives 0.78% (n = 360,000) | AID 602399; in the data active = inhibition above about 26%; note: some compounds past the cut are filed as inactive
Scp1 inh – blocks human Scp-1 phosphatase activity; inhibition, % at 20 µM; Recombinant Scp1, phosphopeptide, malachite green phosphate absorbance; actives 0.88% (n = 340,000);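 active = inhibition above about 50% at 20 µM, limit read from the data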;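 note: plate controls were DMSO wells with enzyme for no effect and wells lacking enzyme for full effect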
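System: SCP-1 catalytic domain; Reagent: Phospho 17-mer peptide substrate; Doses: one concentration, 20 µM, with 1.0% DMSO; Incubation: 45 min room-temperature reaction, 5 min colour, 30 min stabiliser; Signal: Phosphate-binding colour reagent, absorbance read at 630 nm.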
DNMT1 block – inhibitors of human DNMT1 | P26358 | DNMT1 molecular beacon, Hinp1I cleavage, fluorescence | inhibition (reported as % activation of signal), % at 10 µM | actives 0.83% (n = 360,000) | AID 588458; in the data active = inhibition above about 50%
CendR NRP1 mod – modulators of CendR peptide binding to human neuropilin-1; FAM-RPARPAR peptide binding to NRP-1, fluorescence polarization; inhibition, % at 25 µM; actives 0.85% (n = 360,000);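 active = inhibition or corrected inhibition above about 18%, plus a signal ratio from 0.5 to 1.5, limit read from the data, passing the limit was not always enough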; note: strong numbers were not always called active
SUMO1 PPI mod – modulators of human SUMO1-mediated protein-protein interactions. P63165. SUMO1 binding to a labelled peptide, TR-FRET, 1 h. inhibition, % at 20 µM. actives 0.33% (n = 360,000). AID 602429; in the data active = inhibition above about 37%
Neddyl block – blocks human cullin neddylation. TR-FRET cullin neddylation, biochemical. calls only at 25 µM. actives 0.58% (n = 360,000). AID 651699; in the data active = inhibition above about 36%
Target sequence (P61081 whole entry, looked up): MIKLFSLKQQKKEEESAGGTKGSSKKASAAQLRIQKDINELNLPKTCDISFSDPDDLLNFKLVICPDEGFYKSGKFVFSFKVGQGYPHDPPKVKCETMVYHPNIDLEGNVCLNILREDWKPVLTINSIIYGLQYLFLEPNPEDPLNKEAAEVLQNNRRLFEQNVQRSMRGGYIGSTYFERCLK
Target sequence (Q13564 whole entry, looked up): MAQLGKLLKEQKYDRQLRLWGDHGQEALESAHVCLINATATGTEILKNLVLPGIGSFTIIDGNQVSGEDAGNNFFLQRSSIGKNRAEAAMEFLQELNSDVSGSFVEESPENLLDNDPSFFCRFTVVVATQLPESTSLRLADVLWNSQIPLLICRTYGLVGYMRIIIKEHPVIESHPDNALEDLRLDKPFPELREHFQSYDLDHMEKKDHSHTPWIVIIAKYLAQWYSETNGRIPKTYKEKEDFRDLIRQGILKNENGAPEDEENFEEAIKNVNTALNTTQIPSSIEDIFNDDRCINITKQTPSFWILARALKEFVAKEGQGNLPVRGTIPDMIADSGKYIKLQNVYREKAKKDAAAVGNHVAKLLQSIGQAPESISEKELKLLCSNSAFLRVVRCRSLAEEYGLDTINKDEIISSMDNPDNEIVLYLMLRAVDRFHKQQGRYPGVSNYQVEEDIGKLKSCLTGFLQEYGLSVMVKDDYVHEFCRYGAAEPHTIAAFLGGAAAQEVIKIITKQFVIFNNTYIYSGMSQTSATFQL
LMPTP inh – blocks human LMPTP phosphatase; P24666; recombinant LMPTP-A, OMFP fluorogenic substrate, fluorescence intensity; inhibition, % at 20 µM; actives 0.22% (n = 360,000);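 active = compounds that cut the enzyme signal by at least half of the control window in the single-dose screen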;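 note: plate controls were DMSO wells with enzyme plus substrate for no effect and substrate without enzyme for full effect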
Target sequence (P24666 whole entry, looked up): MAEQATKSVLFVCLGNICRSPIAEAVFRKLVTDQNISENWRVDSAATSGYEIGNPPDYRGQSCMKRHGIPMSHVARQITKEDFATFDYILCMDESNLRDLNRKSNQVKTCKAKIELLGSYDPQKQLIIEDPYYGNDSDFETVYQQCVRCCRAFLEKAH
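Assay system: LMPTP-A, protein tyrosine phosphatase of low molecular weight / Medium: pH 6.0 Bis-Tris buffer with DTT and Triton X-100 / Schedule: 50 min enzyme reaction at room temperature, protected from light / Measured by: endpoint fluorescence intensity from OMFP dephosphorylation / Read-out basis: % inhibition relative to no-enzyme and uninhibited control wells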
STEP block – STEP (human) phosphatase inhibition; P54829; recombinant STEP, OMFP fluorogenic substrate, fluorescence; inhibition, % at 20 µM; actives 0.25% (n = 360,000); AID 588621;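 active = inhibition at 20 µM, scaled per plate between control wells, above about 37%, limit read from the data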;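 note: 0% = DMSO with enzyme and substrate and 100% = substrate only without enzyme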
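System: STEP (striatal-enriched tyrosine phosphatase) enzyme, cell-free; medium: Bis-Tris pH 6.0 buffer with DTT, detergent; dosing: 20 µM, 1% DMSO; times: reaction 20 min, ambient temperature; detection: fluorescence, 480/540 nm; read-out basis: normalized % inhibition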
TbMetRS inhib – Trypanosoma brucei MetRS inhibition; actives 0.4% (n = 360,000); AID 624268; inhibition, % at 11.9 µM; purified T. brucei MetRS, ATP depletion, Kinase-Glo luminescence;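 active = inhibition above a per-plate cutoff of the control wells' mean inhibition plus 3 SD, cut at about 5.5% in these data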;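 note: 0% = DMSO wells median and 100% = median of wells with control inhibitor compound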
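Measured by: Kinase-Glo luciferase luminescence reporting remaining unconsumed ATP. Material: purified T. brucei MetRS enzyme. Doses: 11.9 µM compound single dose, 0.9% DMSO. Medium: HEPES buffer containing pyrophosphatase, BSA, spermine, DTT. Times: 15 min preincubation, 2 h reaction, all 25 °C. Reagent: methionine, ATP and bulk E. coli tRNA.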
SKN-1 block – C. elegans SKN-1 inhibition; actives 0.49% (n = 360,000); inhibition, % at 21.8 µM; AID 624304; C. elegans VP596 Pgst-4::GFP/RFP ratio, acrylamide-induced, 24 h;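 active = interference check ratio from 0.5 to 1.5 plus GFP to RFP signal ratio inhibition reaching or exceeding a fixed threshold, cut at about 30% in these data, passing the limit was not always enough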; note: some compounds called inactive have numbers as strong as hits
Active calls of the source: *; i = inactive; x = no result given.

nr	Compound	NadD inh	Scp1 inh	DNMT1 block	CendR NRP1 mod	SUMO1 PPI mod	Neddyl block	LMPTP inh	STEP block	TbMetRS inhib	SKN-1 block
1	Cc1ccc(NC(=O)CC2SC(=O)N(c3ccccc3)C2=O)cc1 (stereo unspecified)	-6	-3	0	8	-1	i	-2.7	1	0.1	-13
2	Cc1ccc(C(=O)N2CCCc3ccccc32)c(F)c1F	-3	1	4	0	0	i	-0.3	-1	-0.8	-3
3	COc1ccccc1C(=O)Nc1ccc(-c2nnc(SCC(=O)O)n2C)cc1	12	7	8	4	15	i	-2.4	18	0.6	9
4	CNC(=S)NNC(=O)Cc1ccc(OC)c(OC)c1	0	-2	1	4	-1	i	-1.3	-5	-0.5	-7
5	Cc1ccc(NC(=O)COC(=O)C2CCC(=O)N2)c(S(=O)(=O)N2CCOCC2)c1 (stereo unspecified)	2	3	9	10	-1	i	-0.6	-1	-0.2	9
6	Cc1csc2nc3cc(C(N)=O)ccc3c(=O)n12	-3	-8	6	13	-6	x	-1.3	-3	-0.1	3
7	COC(=O)[C@@H]1C(c2ccccc2)(c2ccccc2)[C@@]1(C)C(=O)OC	0	-9	-1	2	1	i	0.0	-2	-0.4	-13
8	Cc1cc(C(=O)N/N=C/c2cc([N+](=O)[O-])cc(C)c2O)n[nH]1	7	13	0	-12	-20	i	1.1	3	0.2	4
9	Cc1cn2nc(N)c3ccccc3c2n1	4	-7	6	0	11	x	4.0	2	-0.2	13
10	CCC(CC)C(=O)Nc1c(C)n(C)n(-c2ccccc2)c1=O	-1	-1	7	-2	3	i	-0.2	-4	-1.7	-10
11	Cc1ccc(CSc2nc3ccccc3cc2C=O)cc1	3	-11	4	-11	15	i	3.2	0	-1.4	42*
12	Cc1ccc(CNC(=O)C2C3C=CC4(CN(Cc5cccnc5)C(=O)C24)O3)cc1 (stereo unspecified)	-1	-4	1	5	2	i	-0.3	-4	0.2	-15
13	O=C(Nc1ccc2c(c1)OCCO2)C(C1CC1)n1c(=O)c(-c2cc3ccccc3[nH]2)nc2ccccc21 (stereo unspecified)	x	x	x	8	0	x	4.8	x	0.0	7
14	CC(=O)Nc1ccc(NC(=O)C/C(C)=N/NC(=O)C(=O)Nc2ccc(C)c(Cl)c2)cc1	-2	-4	5	11	1	i	-3.0	0	-0.5	-9
15	Cc1cc(NC(=O)/C=C/c2ccco2)ccc1NC(=O)c1ccccc1	-7	-4	-10	-12	-3	i	-0.8	1	0.0	15
16	COc1ccc(/C=N/NC(=O)c2ccc3c(c2)OCO3)c(C(=O)O)c1OC	1	34	0	6	-1	i	-2.4	-1	-0.8	-9
17	O=C(CCSCc1ccc(Cl)cc1)NCCC1=CCCCC1	-9	-5	5	-2	0	i	-0.7	3	x	-7
18	Cc1nc2ccccc2c(=O)n1NC(=O)C1CCC(C(C)(C)C)CC1 (stereo unspecified)	-6	-2	2	-3	2	i	-0.9	-2	-1.7	-6
19	CC1=NN(C(=O)c2ccc(Br)cc2)C(O)(c2ccccc2)C1 (stereo unspecified)	1	-7	0	-3	3	i	-2.0	2	0.8	13
20	O=C1C(Nc2ccccc2)=C/C(=N/S(=O)(=O)c2cccs2)c2ccccc21	1	-4	68*	22	32	i	8.1	2	2.6	2
21	COc1ccc(C(=O)CSc2nnc(-c3ccc(S(=O)(=O)N4CCOCC4)cc3)o2)cc1	6	-9	1	1	3	i	2.8	0	-0.4	-7
22	O=C(C[C@H]1C[C@H](C(=O)N2CCOCC2)[C@@]2(CCC3CCCC3)c3[nH]c4ccc(Cl)cc4c3CCN2C1=O)NCc1ccco1	6	15	-14	-6	0	i	2.7	0	-1.1	-4
23	COC(=O)C1CCN(C(=O)/C=C/c2ccc3c(c2)OCO3)CC1	-9	-8	4	-3	-10	i	-0.4	-2	-0.7	9
24	CC(=O)N1CCC2(CC1)C(C#N)=C(N)OC1=C2C(=O)CC(C)(C)C1	8	-3	1	7	3	i	1.3	-4	-0.3	0

Limited to SUMO1 PPI mod and CendR NRP1 mod, for 2 of the compounds above:
item | compound | SUMO1 PPI mod | CendR NRP1 mod
16 | COc1ccc(/C=N/NC(=O)c2ccc3c(c2)OCO3)c(C(=O)O)c1OC | -1 | 6
18 | Cc1nc2ccccc2c(=O)n1NC(=O)C1CCC(C(C)(C)C)CC1 (stereo unspecified) | 2 | -3

(next part)
nr	Compound	NadD inh	Scp1 inh	DNMT1 block	CendR NRP1 mod	SUMO1 PPI mod	Neddyl block	LMPTP inh	STEP block	TbMetRS inhib	SKN-1 block
25	O=C(Oc1ccc2ccc(=O)oc2c1)c1cccs1	-2	-3	28	-2	-4	x	-0.7	-1	0.7	-3
26	Cc1nn(CCO)c(N)c1C1(O)C(=O)Nc2c(Cl)cc(Cl)cc21 (stereo unspecified)	-2	-7	-2	24*	13	i	-0.1	2	0.2	2
27	O=C(c1ccc2c(=O)n(Cc3ccccc3)c(=S)[nH]c2c1)N1CCCC1	-1	-6	1	0	6	i	-0.1	1	0.4	8
28	CCCc1c(C(=O)Nc2cc(C)on2)cnn1-c1ccccc1	3	-4	1	-1	-5	i	-0.4	-2	-0.3	-10
29	COC(=O)c1c(NC(=O)C(=O)N2CCCCC2)sc2c1CC(C)(C)OC2	0	-3	3	3	-1	i	1.0	2	-0.6	11
30	COc1ccc(NC(=O)Nc2cc3oc4ccccc4c3cc2OC)cc1	2	-8	3	-17	59*	i	1.2	-5	-0.6	3
31	Cc1nc2ccccc2nc1OCC(=O)Nc1ccc(F)cc1	-5	-1	0	4	-2	i	0.3	1	0.4	-13
32	O=C(O)CCc1nc(-c2cccs2)no1	-4	11	1	-8	2	i	-3.0	4	-0.9	-44
33	O=c1c2ccccc2nc(COc2ccccc2)n1/N=C/c1ccco1	-4	3	1	0	-3	i	-0.6	-2	-1.0	7
34	O=C(Nc1ccc(F)cc1F)C1CCN(S(=O)(=O)c2cccnc2)CC1	-6	1	0	1	1	i	-0.2	1	-0.7	-9
35	O=C(O)CN1C2=NCCCN2c2ccccc21	-4	1	0	8	-2	i	0.1	0	-1.2	-5
36	O=C(COC(=O)[C@@H]1CC(O)CN1S(=O)(=O)c1ccc([N+](=O)[O-])cc1)NC12CC3CC(CC(C3)C1)C2 (stereo partly specified)	-3	-4	-3	-7	-17	i	1.1	1	0.1	9
37	Cc1occc1C(=O)/C(C#N)=C/c1ccc(O)c(Br)c1	0	-8	5	-256	-17	i	-2.2	1	0.8	-14
38	C[C@]12C=CC(=O)C=C1CC[C@@H]1[C@@H]2[C@@H](O)C[C@@]2(C)[C@H]1CC[C@]2(O)C(=O)COC(=O)CCC(=O)O	4	2	1	3	6	i	-2.0	-2	-0.4	2
39	Cc1nc2ccccn2c(=O)c1NC(=O)c1ccc(Br)o1	3	x	9	-1	-9	i	-1.0	-1	-0.3	7
40	CCOCC(=O)Nc1cc(C(=O)OC)ccc1C(=O)OC	1	-9	3	-7	0	i	-0.8	0	0.0	9
41	O=C(NC1CCCCC1)C1COc2ccccc2O1 (stereo unspecified)	-10	1	0	0	0	i	4.0	-1	-0.4	-10
42	Cc1cccc2nc(CSc3ncccc3C(=O)O)cn12	-1	-1	0	12	-3	i	3.5	-4	-0.1	1
43	CCOc1ccc(Nc2cc(C)nc3c(C)cccc23)cc1	-1	4	5	-5	0	i	1.1	-2	-1.2	20
44	O=C(CN1CCN(c2ccccn2)CC1)NC(=O)NC1CCCCC1	-3	-4	-1	23	8	i	-3.8	-3	-1.2	12
45	CCOc1ccc(NC(=O)N(c2ccccc2)c2ccccc2)cc1	-6	-10	1	-3	2	i	0.0	-2	-0.5	13
46	Cc1ccc2nc(C3CCCCC3)c(Cc3ccccc3C(F)(F)F)n2c1	-1	x	-5	-2	6	i	1.2	5	-1.0	5
47	COc1cccc(CN2CCN(Cc3cc(OC)c(OC)cc3OC)CC2)c1	-3	-9	1	-2	2	i	-3.1	2	-0.5	16
48	CC(=O)C1=C(C)NC(SCC(=O)c2ccccc2)=C(C#N)C1CC(C)C (stereo unspecified)	3	3	-3	-4	2	i	0.9	2	0.1	-3
49	COc1ccc(CC(=O)Nc2ccccc2C(C)=O)cc1S(=O)(=O)N1CCOCC1	-3	4	0	2	6	i	-0.5	0	0.0	-7
50	COc1ccc(NC(=O)C2CCOC2=O)cc1 (stereo unspecified)	-3	0	2	-2	3	i	-0.5	1	-0.3	-3
51	CN(Cc1ccccc1)C(=O)COC(=O)Cc1ccc(Cl)cc1	-5	-12	0	9	3	i	0.0	0	0.2	5
52	Cc1cccc(C)c1OCC(=O)Nc1ccc(NC(=O)c2ccco2)cc1	-15	-4	3	-5	-3	i	-1.5	-2	-1.2	-6
53	O=C(Nc1ccc(OC(F)(F)F)cc1)C1=NCCN1	-7	-12	4	11	-4	i	-3.6	1	-0.4	13
54	COc1cccc(CNc2nc3ccccc3n2CCN2CCCCC2)c1	-4	-11	1	-14	0	i	10	2	1.3	2
55	Cn1nc(C(F)(F)F)c(C(=O)Nc2ccc(F)cc2F)c1Sc1cccc(C(F)(F)F)c1	7	3	1	4	-3	i	3.0	-2	-0.5	15
56	CCNC(=O)N1c2ccc(OCC)cc2C(C)=CC1(C)C	3	6	-6	0	-5	i	0.0	0	-0.2	10
